High-throughput results as filed in PubChem BioAssay.
Bim-Bcl-2 = disrupts Bim peptide binding to human Bcl-2; P10415; Bead-based flow cytometry, Bim peptide-Bcl-2 binding; inhibition, % at 10 µM; actives 0.06% (n = 190,000); in the data active = inhibition above about 40%; inconclusive = no clear call, values can overlap the other calls;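 also: 0% = no compound wells with probe peptide and 100% = reference peptide inhibitor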
RGS8-Gao reg = regulators of human RGS8-Galphao interaction. P09471. multiplexed bead flow cytometry, RGS8-Galphao binding; actives lie on both sides. response (percent of control binding), % at 10 µM. actives 0.34% (n = 220,000). AID 1423; in the data active = response below about 60% or above about 140%; inactive = in between;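 also: Galphao activated as the GDP aluminium fluoride complex binding bead-coupled RGS8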
ABCG2 inh = blocks JC-1 efflux by human ABCG2 transporter; AID 1325; inhibition, % at 6.6 µM; IgMXP3 cells, flow cytometry; actives 0.1% (n = 190,000);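 active = inhibition above 80%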;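 also: 0% = DMSO and 100% = nicardipine control wells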
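test system = two drug-resistant human cell lines, ABCG2 and ABCB1 | amount = 3 million cells/mL final, two lines in 1:1 ratio | reagent = JC-1 transporter substrate | doses = one concentration, 6.6 µM final | incubation = 10 min at 25 °C | signal = flow cytometric JC-1 green MFI at 530 nm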
GSH fluor = compound fluoresces at 488/530 nm on GSH beads; actives 0.25% (n = 190,000); AID 1776; GSH beads flow cytometry, compound fluorescence 488/530 nm; hits give high values; fluorescence (KMESF) at 10 µM; in the data active = fluorescence above about 89;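 also: glutathione beads carrying GST-tagged Bcl family fusion proteins plus one bare bead set; values are compound well signal with DMSO vehicle wells as background; inactives centre near 16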
RGS7-Gao reg = regulators of human RGS7-Galphao interaction; actives 0.35% (n = 220,000); binding response (% of control), % at 10 µM; Multiplexed bead flow cytometry, RGS7-Galphao binding; actives lie on both sides; in the data active = binding response below about 49% or above about 150%; inconclusive = no clear call, values can overlap the other calls; inactive = in between;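 also: fluorescent Galphao held in activated GDP-AlF4 state binding bead-coupled RGS7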
RGS4-Gao reg = modulates binding of RGS4 to human Galphao; P09471; Multiplexed bead flow cytometry; actives lie on both sides; binding response (% of control), % at 10 µM; actives 0.33% (n = 220,000); in the data active = binding response below about 49% or above about 150%; inactive = in between;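 also: fluorescent Galphao activated with aluminum fluoride binding bead-coupled RGS4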
Bcl-B Bim block = inhibitors of Bim-Bcl-B interaction, human; Q9HD36; bead-based flow cytometry, Bim peptide-Bcl-B binding; inhibition, % at 10 µM; actives 0.073% (n = 190,000);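 also: 0% = tracer peptide without compound and 100% = reference inhibitor peptide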
Bim-Bfl-1 = human Bim-Bfl-1 interaction inhibition. actives 0.12% (n = 190,000). inhibition, % at 10 µM. Bead-based flow cytometry, Bim-Bfl-1 binding inhibition. AID 1008;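 also: 0% = wells without compound plus tracer and 100% = blocker peptide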
ABCB1 inh = human ABCB1 inhibition, ABCG2 as counter-screen. inhibition, % at 6.6 µM. CCRF-Adr cells, JC-1 efflux, flow cytometry. P08183. actives 0.067% (n = 190,000). AID 1326; in the data active = inhibition above about 40%;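 also: 0% = vehicle and 100% = reference inhibitor; higher value means more JC-1 retained so stronger ABCB1 efflux block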
Target sequence (P08183 whole entry, looked up): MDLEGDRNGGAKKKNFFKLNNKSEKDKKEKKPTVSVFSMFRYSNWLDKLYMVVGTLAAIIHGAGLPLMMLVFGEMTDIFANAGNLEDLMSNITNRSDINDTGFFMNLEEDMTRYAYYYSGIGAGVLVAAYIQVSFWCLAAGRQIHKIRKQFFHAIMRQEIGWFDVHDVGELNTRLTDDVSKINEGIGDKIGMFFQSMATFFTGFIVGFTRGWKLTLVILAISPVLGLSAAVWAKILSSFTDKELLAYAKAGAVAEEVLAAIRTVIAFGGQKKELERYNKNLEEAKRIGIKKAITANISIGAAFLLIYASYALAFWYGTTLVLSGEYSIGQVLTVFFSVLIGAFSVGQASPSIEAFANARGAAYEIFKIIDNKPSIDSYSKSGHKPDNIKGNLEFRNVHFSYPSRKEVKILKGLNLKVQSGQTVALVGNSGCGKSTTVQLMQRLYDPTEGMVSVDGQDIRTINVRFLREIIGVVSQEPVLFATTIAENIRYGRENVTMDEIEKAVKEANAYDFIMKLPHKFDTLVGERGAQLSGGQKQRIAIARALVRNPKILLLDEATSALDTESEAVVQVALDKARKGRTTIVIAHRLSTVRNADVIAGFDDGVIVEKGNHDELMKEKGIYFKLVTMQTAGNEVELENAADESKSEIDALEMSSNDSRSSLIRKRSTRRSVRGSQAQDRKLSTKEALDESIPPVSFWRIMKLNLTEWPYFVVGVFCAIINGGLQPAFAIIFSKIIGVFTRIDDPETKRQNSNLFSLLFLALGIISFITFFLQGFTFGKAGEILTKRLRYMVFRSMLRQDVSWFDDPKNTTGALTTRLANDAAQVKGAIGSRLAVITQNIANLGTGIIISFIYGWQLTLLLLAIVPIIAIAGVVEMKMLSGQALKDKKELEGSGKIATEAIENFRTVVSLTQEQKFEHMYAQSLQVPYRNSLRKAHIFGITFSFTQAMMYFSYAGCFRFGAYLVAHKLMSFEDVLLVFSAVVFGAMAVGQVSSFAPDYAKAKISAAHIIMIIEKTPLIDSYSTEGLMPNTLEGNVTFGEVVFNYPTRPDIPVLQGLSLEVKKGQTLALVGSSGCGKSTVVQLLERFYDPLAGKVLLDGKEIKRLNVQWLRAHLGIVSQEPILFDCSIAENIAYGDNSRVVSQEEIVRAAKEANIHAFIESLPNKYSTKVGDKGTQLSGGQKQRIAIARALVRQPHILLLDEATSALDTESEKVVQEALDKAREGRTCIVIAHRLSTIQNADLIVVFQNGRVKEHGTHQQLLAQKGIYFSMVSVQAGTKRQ
Bcl-W Bim block = human Bim-Bcl-W interaction inhibition; bead-based flow cytometry, Bim peptide-Bcl-W binding; inhibition, % at 10 µM; actives 0.02% (n = 190,000);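 also: 0% = bound tracer without compound and 100% = peptide blocker; higher means less fluorescent Bim peptide bound to Bcl-W beads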
Bcl-XL Bim block = human Bim-Bcl-XL interaction inhibition; Bim peptide-Bcl-XL binding, bead flow cytometry, fluorescence; actives 0.04% (n = 190,000); inhibition, % at 10 µM; AID 1007
The depositor's hits bear a star; ? = inconclusive; . = no result given. Rule as the data show it, unless noted: active = inhibition above about 40%. Rows are unselected; overall some 1.1% were active at least once.

SMILES	Bim-Bcl-2	RGS8-Gao reg	ABCG2 inh	GSH fluor	RGS7-Gao reg	RGS4-Gao reg	Bcl-B Bim block	Bim-Bfl-1	ABCB1 inh	Bcl-W Bim block	Bcl-XL Bim block
Cc1noc(C)c1S(=O)(=O)N1CCCC(C(=O)N2CCN(C3CCCCC3)CC2)C1 (configuration not stated)	-2	98	0	23	100	99	-3	-7	0.7	3	-4
COC(=O)c1cc(Br)c(=O)n(Cc2ccco2)c1	0	102	2	8	96	105	-1	1	0.7	3	0
CN(C)C(=O)COc1ccc2ccc(=O)oc2c1	-6	103	-5	11	103	104	-7	-6	-8.3	1	-6
O=C(NC1=NCCS1)C12CC3CC(C1)CC(C(=O)NC1=NCCS1)(C3)C2	-10	106	0	33	95	94	-9	-17	0.0	-4	-1
CCOC(=O)c1[nH]c2ccc(C)cc2c1N=C(C)N(C)C	-8	101	1	19	105	101	-5	-9	0.5	2	-2
Cc1cc(C)c(OCC(=O)N/N=C/c2ccco2)c(C)c1	0	104	1	11	104	105	-2	0	0.1	-3	0
Cc1cccc(NC(=O)CCC(=O)N/N=C/c2ccncc2)c1	-3	100	6	12	96	91	-5	-3	0.8	-5	-6
COC(=O)[C@@H](NC(=O)NCc1cccc(OC)c1)C(C)C	-9	100	0	34	99	96	-6	-11	0.1	0	3
Cc1ccc(/C=C/C(=O)N2CCN(c3cccc(C(F)(F)F)c3)CC2)cc1	-8	96	3	18	95	96	-10	-14	0.2	-5	-13
CSc1ccc(-c2nnn(Cc3ccccn3)n2)cc1	-8	103	3	11	114	105	-9	-10	1.2	3	-6
Cn1cc(S(=O)(=O)CC(=O)N2CCCc3ccccc32)c2ccccc21	-7	101	0	14	102	102	-3	-7	0.3	0	-3
CCCCCN1C=CC(=C2C(=O)c3ccccc3C2=O)C=C1	-6	106	6	11	105	103	-5	-10	2.6	-3	-8
COc1ccc(OC)c(-c2cc(C(=O)Nc3sc4c(c3C#N)CCC(C)C4)c3ccccc3n2)c1 (configuration not stated)	-3	99	1	17	102	103	-3	-1	0.6	-1	0
CC(NC(=O)C(=O)N/N=C\c1cccc([N+](=O)[O-])c1)c1ccccc1 (configuration not stated)	-2	106	4	15	103	104	-2	-6	0.6	-1	-2
CCn1ncc(CN2CCCC(C(=O)c3cccc(OC(C)C)c3)C2)c1C (configuration not stated)	-2	100	5	14	94	98	-7	-5	3.2	-3	-7
O=C(CSc1nc(-c2ccc(F)cc2)nc2c1Cc1ccccc1O2)Nc1ccc(C(=O)O)cc1	-1	103	-12	16	?	102	1	2	-2.3	-1	0
CC1=C(C(=O)OCC2CCCO2)C(c2ccc(C)cc2)C2=C(CC(C)(C)CC2=O)N1 (configuration not stated)	-2	100	18	10	99	103	-3	-5	3.7	0	0
O=C(CN(c1ccccc1)S(=O)(=O)c1ccccc1)N/N=C/c1ccco1	2	99	12	8	99	100	-3	1	-0.2	0	-2
CCc1nnc(NC(=O)CN2C(=O)c3ccccc3C2=O)s1	-6	114	0	39	138	119	-7	-7	-0.1	5	-1
Oc1ccc(-c2n[nH]c(=S)n2Cc2ccccc2)cc1	-5	100	-9	27	102	97	-16	0	-5.3	-2	0
CCCCCn1c(=O)[nH]c2c(c1=O)CCC2	-7	102	2	32	98	99	-12	-18	-0.8	-2	-14
COc1cccc(C2=CC(c3cc(OC)ccc3OC)n3nnnc3N2)c1 (configuration not stated)	-5	100	7	26	98	102	-5	-9	0.9	1	-2
CCOc1cccc(-c2cc(C(=O)N/N=C/c3ccc(OC)c(CN4CCOCC4)c3)c3ccccc3n2)c1	-21	119	11	17	103	112	-8	-16	25	-1	-2
O=C(N1CCN(c2ccccc2)CC1)C12CC3CC(CC(C3)C1)C2	-1	103	1	23	104	105	-2	-2	0.6	0	0
COc1cc2c(cc1NC(=O)COc1ccc3ccccc3c1)oc1ccccc12	-7	101	1	49	102	100	-7	-9	-0.1	6	-8

Full records, looked up by structure. Order of values: Bim-Bcl-2 | RGS8-Gao reg | ABCG2 inh | GSH fluor | RGS7-Gao reg | RGS4-Gao reg | Bcl-B Bim block | Bim-Bfl-1 | ABCB1 inh | Bcl-W Bim block | Bcl-XL Bim block
CCOC(=O)c1[nH]c2ccc(C)cc2c1N=C(C)N(C)C in the list: -8 | 101 | 1 | 19 | 105 | 101 | -5 | -9 | 0.5 | 2 | -2
CCn1ncc(CN2CCCC(C(=O)c3cccc(OC(C)C)c3)C2)c1C (configuration not stated) in the list: -2 | 100 | 5 | 14 | 94 | 98 | -7 | -5 | 3.2 | -3 | -7

2 compounds from above, showing only RGS7-Gao reg:
SMILES	RGS7-Gao reg
CSc1ccc(-c2nnn(Cc3ccccn3)n2)cc1	114
COc1cccc(C2=CC(c3cc(OC)ccc3OC)n3nnnc3N2)c1 (configuration not stated)	98

Further records follow.
SMILES	Bim-Bcl-2	RGS8-Gao reg	ABCG2 inh	GSH fluor	RGS7-Gao reg	RGS4-Gao reg	Bcl-B Bim block	Bim-Bfl-1	ABCB1 inh	Bcl-W Bim block	Bcl-XL Bim block
O=C(Nc1ccc(F)cc1)C1CC(=O)n2ncnc2N1 (configuration not stated)	-3	103	0	10	98	98	-7	-7	-0.1	0	-4
CCc1c(C)nc(SCC(=O)N2CCN(c3ccccc3)CC2)[nH]c1=O	1	104	3	12	104	103	-3	-6	-0.2	-2	-4
Cc1ccc(/C=C/C(=O)N2CCc3ccccc32)o1	5	92	7	2	101	94	-15	7	0.6	-1	-1
CCc1ccc(C(O)(c2ccccc2OC)C(CN2CCOCC2)c2ccccc2)cc1 (configuration not stated)	0	101	-1	24	107	100	-1	-3	1.3	0	-3
N#Cc1c(N)nc2c(c1-c1ccc(Br)s1)CCCC2	-6	101	1	12	102	103	-12	-8	0.3	-6	-8
COc1cccc(/C=N/NC(=O)CCCC(=O)NC2CCCCC2)c1	1	101	5	10	102	104	-1	3	0.9	0	1
Cc1ccc(CC2S/C(=C(/C#N)C(=O)N3CCOCC3)N(c3ccccc3)C2=O)cc1 (configuration not stated)	0	101	3	25	99	98	0	-3	1.3	1	-4
N#CCCN1CCN(S(=O)(=O)c2ccc(S(=O)(=O)NC3CC3)cc2)CC1	-6	105	11	17	101	103	-4	-11	1.6	1	-3
COCCNC(=O)C(c1cccc(OC)c1)N(Cc1cccs1)C(=O)Cn1nnc2ccccc21 (configuration not stated)	0	100	1	13	98	98	0	-1	0.3	-1	0
COc1ccc(CCNC(=O)C2CCN(C(=O)c3ccc([N+](=O)[O-])cc3)CC2)cc1	-2	99	16	22	102	98	-6	-3	1.1	0	-3
CC(C)c1ccc2oc3nc(N)c(C(=O)O)cc3c(=O)c2c1	-1	96	2	67	98	97	-1	0	.	1	2
O=C(Nc1ccccc1)c1cc([N+](=O)[O-])ccc1NC1CCCCC1	-9	103	33	19	94	103	-14	-10	4.8	-7	-17
COC(=O)c1ccccc1NC(=S)NC(=O)C1CCCCC1	0	99	2	16	97	100	-3	0	0.1	0	-5
Cc1cccc(NC(=S)N=Nc2c(O)n(C)c3ccc(S(=O)(=O)N4CCOCC4)cc23)c1	3	102	-3	17	98	96	-27	2	-1.5	-3	0
COCCn1c(=O)[nH]c2cc(C(=O)OC)ccc2c1=O	-1	105	2	16	110	111	-2	0	0.3	-2	-3
O=C(CSCc1cccc(Br)c1)NC1CC1	-8	102	2	17	105	99	-3	-10	0.3	0	-8
Cc1ncc(CN2CCN(Cc3ccc(F)cc3)C(CCO)C2)s1 (configuration not stated)	0	100	4	13	100	100	-4	-5	0.5	-3	-4
Cc1cc(Br)cn2cc(C(=O)O)nc12	1	99	5	20	104	100	0	-5	1.1	1	2
Cc1ccc(C(=O)NNC(=O)C2CCN(Cc3ccccc3)CC2)cc1	1	101	-1	19	95	98	1	0	-0.2	3	-1
COc1cccc(C(=O)NC2CCN(CC(=O)Nc3c(C)cc(C)cc3C)CC2)c1	-7	107	10	13	107	107	-6	-9	1.1	-4	-5
COCCC(=O)NNS(=O)(=O)c1ccc(Cl)cc1	0	92	-3	7	100	100	1	0	-0.1	0	-2
Cc1ccc2c(c1)CCCN2C(=O)c1cccs1	-2	96	3	28	93	87	-4	-1	0.2	-2	-2
COCCOc1cc(NC(=O)c2cccc(OC)c2)c(Cl)cc1Cl	-3	101	18	70	105	103	-1	0	-0.7	-1	-1
CCOC(=O)Cc1nnc(NC(=O)c2ccccc2OCC)s1	0	106	2	9	103	108	-3	-5	0.3	3	2
CC(=C/c1ccco1)/C=N/NC(=O)c1nnn(-c2nonc2N)c1CN(C)C	-2	102	3	9	101	102	-2	0	0.1	-7	-14
Going on with the list.
SMILES	Bim-Bcl-2	RGS8-Gao reg	ABCG2 inh	GSH fluor	RGS7-Gao reg	RGS4-Gao reg	Bcl-B Bim block	Bim-Bfl-1	ABCB1 inh	Bcl-W Bim block	Bcl-XL Bim block
Nc1nnc(SCc2cc3c(cc2Cl)OCO3)s1	0	101	0	25	100	100	1	-1	-0.1	-3	0
Cn1nc(C(C)(C)C)c([N+](=O)[O-])c1C(=O)NCCO	-7	111	1	13	110	104	-6	-3	0.3	-3	-7
CSc1cc(-c2ccccc2)[nH]c(=O)c1C#N	0	100	22	10	102	101	0	-6	0.8	0	0
Cc1cccn2c(CN(C)CC3CCCCO3)c(C(=O)N3CCCCC3)nc12 (configuration not stated)	-10	100	2	16	103	103	-4	-3	1.2	0	-5
O=C(NNc1ccccn1)C(c1ccccc1)c1ccccc1	1	99	5	24	99	101	-2	-1	0.4	-1	-2
O=C(O)c1cnc(-c2ccccc2)nc1Sc1cccc(Cl)c1	-8	97	0	43	93	100	-10	-12	0.0	0	-9
CC1CCN(C2=NC(=O)/C(=C/c3cn(-c4ccccc4)nc3-c3cccc(S(=O)(=O)N(C)C)c3)S2)CC1	-5	103	40	32	106	103	-12	-13	15	0	-5
CCN(CC)S(=O)(=O)c1ccc2[nH]c(=O)cc(C(=O)Nc3cccc(C(C)=O)c3)c2c1	-1	101	-1	25	?	101	-1	-3	-0.2	1	-2
COc1cccc(NC(=O)c2ccccc2NS(C)(=O)=O)c1	-11	92	0	26	93	91	-10	-9	0.1	-1	-5
CC(=O)Nc1ccc(/C=N/NC(=S)NC(C)C)cc1	-1	99	1	8	100	101	-6	-7	-0.2	-3	-5
Cc1[nH]c2ccccc2c1C(=O)CSc1n[nH]c(N)n1	-1	98	-1	62	89	96	3	2	-0.2	1	1
Cc1ccc(C)c(NS(=O)(=O)c2ccc(OCC(=O)N3CCCC3)cc2)c1	-6	99	5	49	98	97	-10	-11	-0.3	2	2
CCn1ncc(CN2CCN(Cc3cccc(OC)c3)C(CCO)C2)c1C (configuration not stated)	0	99	2	9	96	101	0	4	0.7	-5	-5
CCCCC1(C)OC(=O)C(=Cc2c[nH]c3ccccc23)C(=O)O1 (configuration not stated)	-3	101	15	70	103	99	0	0	0.3	-1	-2
NC(=O)c1sc2nc(-c3ccco3)ccc2c1N	0	93	1	10	97	94	0	5	0.1	4	-1
N#C/C(=C\c1cccc([N+](=O)[O-])c1)c1nnc2n1CCCCC2	0	95	0	6	90	93	-6	-1	0.0	-2	-4
O=C(CCS(=O)(=O)c1ccccc1)Nc1nc2c(s1)CCCC2	-7	99	4	19	96	98	-8	-11	-0.2	-2	-6
COc1ccc(S(=O)(=O)NCCSC(C)(C)C)cc1	-6	96	3	38	97	98	-9	-15	0.0	0	-6
CCOC(=O)C1CCCN(C(=O)Cc2ccc(Cl)cc2)C1 (configuration not stated)	-11	105	5	32	102	104	-8	-8	-1.2	-3	-10
